DAX1 inh-1: blocks DAX1 repression of SF-1 activated StAR promoter; AID 652010; 1.1% of 370,000 active; inhibition, % at 6.8 µM; HEK293T StAR-luciferase reporter, SF-1/DAX-1 repression relief;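 active = inhibition above the mean over all tested compounds plus 3 SD, cut at about 3.6% in these data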;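 note: 0% = DAX-1 cells with DMSO and 100% = cells lacking DAX-1 with DMSO; higher inhibition means more luminescence from relief of DAX-1 repression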
DAX1 inh-2: inhibits human nuclear receptor DAX1; HEK293 Gal4-DAX1 luciferase reporter, luminescence; inhibition, % at 6.75 µM; 0.99% of 340,000 active; AID 504766;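 active = inhibition above the mean over all tested compounds plus 3 SD, cut at about 4.2% in these data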;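 note: 0% = DAX1-transfected cells with DMSO and 100% = empty-vector control cells with DMSO; inhibition shows as a rise in luminescence from relieved DAX1 repression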
Target sequence (P51843 207-470 limits assumed): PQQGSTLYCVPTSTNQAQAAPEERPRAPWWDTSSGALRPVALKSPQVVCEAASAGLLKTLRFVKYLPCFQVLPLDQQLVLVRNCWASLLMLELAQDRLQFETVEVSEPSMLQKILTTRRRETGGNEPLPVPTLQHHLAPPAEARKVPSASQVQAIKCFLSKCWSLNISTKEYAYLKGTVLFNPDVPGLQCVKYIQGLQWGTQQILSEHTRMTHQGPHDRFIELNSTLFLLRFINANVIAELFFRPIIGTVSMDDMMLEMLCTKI
ssDAF-12 act: activates DAF-12 receptor from parasite S. stercoralis; 1% of 370,000 active; activation, % at 6.8 µM; HEK293 ssDAF-12/GRIP1 lit1-tk-luc reporter, luminescence; % of 3 µM dafachronic acid response;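 active = activation above the mean over all tested compounds plus 3 SD, cut at about 0.9% in these data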;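 note: 0% = DMSO-only wells and 100% = 3 µM delta7-dafachronic acid wells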
hcDAF-12 act: activators of H. contortus DAF-12 nuclear receptor. HEK293 hcDAF-12 lit1-tk-luc reporter, luminescence; 0% DMSO, 100% Δ7-dafachronic acid. activation, % at 6.8 µM. 1.4% of 370,000 active;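 active = activation above the mean of all tested compounds plus 3 SD, cut at about 5.5% in these data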;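 note: 100% = response to 3 µM Δ7-dafachronic acid high control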
hgDAF-12 ag: activates the H. glycines DAF-12 receptor ligand-binding domain. activation, % at 6.8 µM. 1.8% of 370,000 active. HEK293 GAL4-hgDAF12 UAS-luciferase reporter, agonist luminescence; normalized to butyrate control;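 active = activation above a cutoff set at the mean of all screened compounds plus 3 SD, cut at about 10% in these data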;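 note: 0% = DMSO wells and 100% = sodium butyrate wells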
GC-A act: GC-A (human) enzyme activation; P16066; HEK293 GC-A cells, cGMP TR-FRET, EC30 ANP; 0% at EC30 ANP, 100% saturating ANP; activation, % at 10 µM; 0.14% of 370,000 active; in the data active = activation above about 40%
SMARCA2 activ: activators of SMARCA2 function | MG213 cells, MMTV-luciferase reporter, dexamethasone, overnight | activation, % at 9.1 µM | 1% of 370,000 active; in the data active = activation above about 7.8%;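 note: 0% = vehicle wells and 100% = reference activator wells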
ADAM17 inh: ADAM17 inhibition, QFRET primary screen | 0.83% of 370,000 active | recombinant ADAM17, EDANS/DABCYL FRET peptide cleavage | inhibition, % at 6.95 µM;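 active = inhibition above the mean of compounds lying between control limits plus 3 SD, set per campaign, cut at about 8.5% in these data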;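 note: 0% = DMSO-only wells as the low control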
ADAM10 inh: ADAM10 inhibition, QFRET primary screen | recombinant ADAM10, EDANS/DABCYL FRET peptide cleavage, 3 h | inhibition, % at 7 µM | 0.62% of 370,000 active;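 active = inhibition above a per-campaign cutoff equal to the mean of compounds falling between control-based bounds plus 3 SD, cut at about 20% in these data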;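 note: 0% = DMSO wells while the 100% control is not disclosed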
Target sequence (O14672 214-748 limits assumed): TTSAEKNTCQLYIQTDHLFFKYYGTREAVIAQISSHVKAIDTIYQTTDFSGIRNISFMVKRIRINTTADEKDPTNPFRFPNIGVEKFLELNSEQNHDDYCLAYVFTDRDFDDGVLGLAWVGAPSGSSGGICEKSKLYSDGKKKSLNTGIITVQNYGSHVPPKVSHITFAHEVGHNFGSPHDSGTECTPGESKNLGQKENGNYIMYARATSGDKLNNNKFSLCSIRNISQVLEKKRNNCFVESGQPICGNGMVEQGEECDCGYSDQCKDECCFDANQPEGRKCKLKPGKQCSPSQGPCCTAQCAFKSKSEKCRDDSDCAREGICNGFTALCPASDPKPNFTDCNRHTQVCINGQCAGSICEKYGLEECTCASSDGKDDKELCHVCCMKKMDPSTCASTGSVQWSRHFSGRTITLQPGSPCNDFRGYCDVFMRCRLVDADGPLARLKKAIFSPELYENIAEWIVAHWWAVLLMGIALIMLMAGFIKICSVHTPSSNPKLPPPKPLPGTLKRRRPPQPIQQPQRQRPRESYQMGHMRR
FXN GAA850 act: increases GAA850 frataxin promoter reporter activity | HEK293 lucGAA850 FXN promoter luciferase reporter, 24 h; percent of 10 µM SAHA response | 0.56% of 360,000 active | activation, % at 6 µM;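 active = activation above the average of all compounds screened plus 3 SD, cutoff fixed separately per campaign, cut at about 7.5% in these data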;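 note: 0% = DMSO wells and 100% = 10 µM SAHA wells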
PG9 binder: small molecules binding HIV-1 gp120 antibody PG9. TR-FRET gp120-PG9 antibody binding. inhibition, % at 6.7 µM. 0.43% of 360,000 active. AID 624416; in the data active = inhibition above about 8.5%
The depositor's hits bear a star; · = no result given.

SMILES	DAX1 inh-1	DAX1 inh-2	ssDAF-12 act	hcDAF-12 act	hgDAF-12 ag	GC-A act	SMARCA2 activ	ADAM17 inh	ADAM10 inh	FXN GAA850 act	PG9 binder
O=C(NCCC1=CCCCC1)C1CCN(c2nc3ccccc3o2)CC1	0.3	0.3	-0.6	-0.2	-1.2	1	0	4	0	1.1	-1.3
Cc1cccc(NC(=O)C2CCN(S(C)(=O)=O)CC2)c1C	0.6	-0.5	-1.2	-0.7	-2.5	1	-1	1	-3	2.1	-3.0
CS(=O)(=O)c1ccc(-c2cccc(NC(=O)c3ccc4c(c3)OCO4)c2)nn1	0.4	2.2	-0.5	-0.5	-1.2	1	-2	4	-3	-0.4	1.8
COc1ccc(NC(=O)CSc2nc(N3CCCCC3)nc(N3CCCCC3)n2)cc1	0.1	1.1	-0.9	-1.0	1.5	1	-2	-5	-5	0.6	1.8
Cc1c(C)c(C)c(C(=O)C2CCN(c3ccc([N+](=O)[O-])cn3)CC2)c(C)c1C	0.4	0.5	-0.8	-0.5	0.1	-4	-5	-3	-5	0.2	0.2
COC(=O)c1c(NC(=O)c2cccc(S(=O)(=O)N3CCN(C)CC3)c2)sc(C)c1C	-1.5	-1.6	-1.2	-1.5	-2.5	-1	1	-2	-12	-0.5	1.7
COc1cc2[nH]c(=S)nc(NCc3cccc(Cl)c3)c2cc1OC	-0.1	0.8	-1.5	-1.7	-2.0	9	-4	-7	-24	-0.3	-0.2
CC1CC(C)CN(c2ccc(NS(=O)(=O)c3ccccc3)cc2C(=O)O)C1 (stereo not given)	-1.8	0.5	-1.0	-0.2	-1.2	2	-1	-3	-5	1.4	3.5
Cc1ccc2nc(-c3ccccc3C)oc(=O)c2c1	-0.5	-1.8	-0.5	3.7	-2.4	-9	-1	1	6	0.4	0.5
COCCNC(=O)C1(C)CCN(C(=O)c2cccc(C)c2C)C1 (stereo not given)	0.2	·	-1.1	-1.7	-2.1	3	4	-1	0	1.1	-1.6
O=C(Cn1cnc2c(OCc3ccccc3)ncnc21)N1CCN(c2ccccn2)CC1	0.7	-2.6	-1.2	-1.1	0.3	1	-2	-5	-11	-0.4	-2.1
CCCCn1nnnc1SCC(=O)N1CCCC1	-0.2	0.4	-1.1	-1.0	0.9	2	1	0	-3	1.0	-1.2
Cc1nc2ccccc2n1CCN1CCOCC1	0.2	0.6	-0.1	-0.1	0.9	2	1	-3	-4	1.3	-2.0
CC(C)Cc1nnc(NC(=O)CCC(=O)N2CCN(c3ccc([N+](=O)[O-])cc3)CC2)s1	-9.2	-1.3	-2.1	-4.9	-5.8	1	-3	0	0	-2.0	-0.5
CC(=O)c1ccc([C@@H]2C[C@]34CN(Cc5cccc(C(F)(F)F)c5)S(=O)(=O)[C@H]3C[C@H]2O4)cc1	-0.4	-0.8	-1.5	-2.6	-0.8	0	1	-2	-3	-0.4	0.6
S=c1nc(-c2ccccc2Cl)[nH][nH]1	0.5	-0.1	-1.4	-1.0	-1.2	-1	-2	-6	-8	0.2	0.6
c1ccc2cc3[nH]c(CNc4nc(N5CCOCC5)nc5c4ncn5-c4ccsc4)nc3cc2c1	·	·	-2.2	-5.3	-5.1	-6	·	6	9	·	·
COc1cc(OC)c2c(-c3cccc(-c4ccc(OC(F)(F)F)cc4)c3)cc(=O)oc2c1	0.9	2.2	-0.7	-0.1	0.6	1	6	1	3	1.4	0.1
Cc1ccc(S(=O)(=O)NCCCCCC(=O)N(C)C)cc1	-0.2	-0.2	-1.7	-2.2	-0.1	6	-3	-7	-1	0.0	2.3
CC(=O)NC1C(c2nc3ccccc3s2)=C(c2ccccc2)C(=O)N1c1ccc(C)cc1 (stereo not given)	1.0	-0.1	-1.5	0.0	-1.3	16	-1	0	6	5.8	0.5
Cc1ccc(OCCN(C)C(=O)c2cc(COc3ccc(F)cc3F)on2)cc1	0.6	0.6	-0.7	1.9	2.1	0	0	8	7	1.3	-0.7
CC(C)CCn1c(=O)c2ccccc2n2c(CN3CCOCC3)nnc12	-0.4	1.1	-2.0	-0.2	-2.1	11	-1	-1	-10	0.2	-0.5
COc1ccc(/C=C2\SC(=O)N(CC(=O)Nc3cccnc3)C2=O)cc1OC	-0.4	-1.3	-1.9	0.7	-3.8	2	1	-3	-7	0.0	-3.5
CCOC(=O)C1C(=O)NC(C(=O)OCC)(C(=O)OCC)C1C(C)CC (stereo not given)	0.2	-0.5	-0.9	0.0	-2.4	1	-2	-1	-4	-0.6	0.5
NC(=O)NC(=O)CSc1nc(-c2ccccc2)c(-c2ccccc2)n1CC1CCCO1 (stereo not given)	-0.2	0.8	-1.3	-1.7	-0.4	-3	-1	-6	-5	4.8	-1.4
Other records follow.
SMILES	DAX1 inh-1	DAX1 inh-2	ssDAF-12 act	hcDAF-12 act	hgDAF-12 ag	GC-A act	SMARCA2 activ	ADAM17 inh	ADAM10 inh	FXN GAA850 act	PG9 binder
Cc1cccc(C(=O)N/C(=C/c2ccco2)C(=O)N2CCCCCC2)c1	-0.3	0.4	-0.9	-0.8	1.3	-3	-1	-2	-5	3.5	-0.4
O=C(O)Cn1cc(/C=c2/sc3nc4ccccc4n3c2=O)c2ccccc21	3.1	1.5	0.3	5.9*	17*	4	10*	0	-2	6.5	-2.8
CCOC(=O)[C@]12CCC=C1N(Cc1ccccc1)C(=O)[C@H](CC(=O)NCc1ccc(OC)c(OC)c1)C2	0.0	·	-1.4	-1.5	-4.8	-2	-5	1	-1	·	0.9
CCn1c(SCC(=O)NCC2CCCO2)nnc1-c1ccccc1OC (stereo not given)	-1.4	0.3	-1.0	-1.2	-0.2	0	0	-6	-7	1.3	1.3
COC(=O)C1=C(C)N(Cc2ccc(C(F)(F)F)cc2)C(=NCc2ccccc2)NC1c1ccc(C(F)(F)F)cc1 (stereo not given)	0.6	·	-1.1	1.6	1.7	-21	-7	-2	-3	·	-0.2
O=C(CN1CCN(c2ccccc2O)CC1)Nc1ccc([N+](=O)[O-])cc1Br	-1.7	-1.4	-0.9	-1.0	0.5	-4	-4	0	-2	1.9	-1.6
COc1ccc2c(=O)c3ccccc3oc2c1	2.6	4.2	-1.2	1.6	10	1	4	-9	-50	3.5	-0.2
COc1ccccc1CNS(=O)(=O)c1c(C)[nH]c(=O)[nH]c1=O	-0.1	0.1	-1.4	-2.3	2.6	5	-3	-3	0	0.3	-0.5
CSc1nc(SCC(=O)NCc2ccco2)c2c3c(sc2n1)CN(C)CC3	-0.3	2.0	-0.2	-0.8	0.2	4	2	-101	-285	-0.6	-2.4
CCCN(CCC)C(=O)CCS(=O)(=O)c1cccc2nsnc12	0.1	1.0	-1.7	-2.7	0.4	-3	3	-2	2	2.2	-3.0
CN(C)C(=O)c1ccc(NC(=O)CN2CCc3cc4c(cc3C2)OCCCO4)cc1	0.6	1.2	-1.1	-1.4	0.5	1	-1	-1	1	-2.6	-1.0
CCOc1ccc(C(=O)N(CN2CCCC2=O)c2cccc(Cl)c2)cc1	-0.3	-0.8	-1.6	-2.1	-1.7	-2	-5	-8	-7	-0.5	-0.7
O=C(Nc1ncccc1O)c1cccc(S(=O)(=O)N2CCN(c3ccc(F)cc3)CC2)c1	0.8	0.3	-1.5	-1.1	-0.4	1	-3	-6	-2	-1.6	-1.1
Cc1nnc(SCC(=O)Nc2ccccc2)n(N)c1=O	-0.1	0.1	-1.4	1.0	5.6	4	1	0	2	1.6	-2.5
O=C(c1nc2ncccn2n1)N1CCc2ccccc2C1	0.0	-0.7	-0.9	-1.0	2.9	4	0	-2	-5	0.4	1.1
CCCCCCNC(=O)CSc1nccn1Cc1ccccc1	0.3	-0.6	-1.4	0.0	-2.4	-1	-3	-3	-2	-0.8	0.5
CCNC(=O)CCc1nc(-c2ccc(C(C)(C)C)cc2)no1	-0.7	-0.1	-1.6	-3.1	-3.7	0	-5	-2	9	-11	3.3
COc1cccc(C(C)(O)c2nc(-c3ccc(F)c(Cl)c3)cs2)c1 (stereo not given)	-1.4	·	-1.2	-1.0	3.5	1	-3	2	6	0.6	0.4
N#Cc1ccccc1COC(=O)CCCC1=NS(=O)(=O)c2ccccc2N1	-0.6	0.5	-1.0	-3.0	-1.1	-1	-1	-4	0	-1.1	1.1
Cc1cc(/C=C2/C(=O)NN(c3ccccc3)C2=O)c(C)n1-c1cccc(O)c1	-0.3	0.0	-2.2	-3.5	-6.7	-9	-2	2	9	-6.5	-3.8
Cc1c(NC(=O)CCSCCc2ccccn2)cccc1[N+](=O)[O-]	-1.1	0.6	-1.7	0.2	-0.9	0	0	-1	-7	-1.3	-0.3
CCN1C(=O)[C@@H]2[C@H](C1=O)[C@@H]1C(=O)Nc3ccccc3C(=O)N1[C@@H]2c1cccc(OC)c1	0.4	0.2	-0.3	1.1	1.9	0	-1	1	0	-2.7	1.1
CCN(CC)S(=O)(=O)c1ccc(/C=C/C(=O)OCC(=O)Nc2cccc3ccccc23)cc1	0.8	-0.8	-0.5	3.1	-0.4	2	-1	2	1	-2.4	-0.5
CCOC(=O)c1sc(NC(=O)c2ccc(C)o2)nc1C	3.6	1.4	0.3	8.8*	11*	2	4	5	5	2.8	-2.3
CCC(CO)Oc1cc(NCc2ccccc2C)c2ncn(C(C)C)c2c1 (stereo not given)	-0.2	-0.8	-0.9	-1.3	0.2	-3	-1	-7	-13	1.2	-3.1
Further results.
SMILES	DAX1 inh-1	DAX1 inh-2	ssDAF-12 act	hcDAF-12 act	hgDAF-12 ag	GC-A act	SMARCA2 activ	ADAM17 inh	ADAM10 inh	FXN GAA850 act	PG9 binder
COc1ccc(CC(=O)N(CC2CCCO2)c2nc3ccccc3s2)cc1 (stereo not given)	0.3	-0.9	-1.1	4.5	2.9	3	-2	0	-4	3.9	0.4
CCc1nc2c(OCc3ccc(C(=O)N(C)C)cc3)cccn2c1N(C)C(=O)Nc1ccccc1OC	0.7	·	-1.7	-1.2	-2.2	1	-3	-1	-7	-1.5	-0.6
C/C(N)=C(/C#N)C(=O)COC(=O)c1cccc(C)c1O	0.5	-0.6	-0.8	-1.2	1.5	2	-1	-3	-1	1.8	0.3
CN(C)CCN(C(=O)C1CCN(S(=O)(=O)c2cccs2)CC1)c1nc2c(F)cccc2s1	-0.2	0.2	-0.4	0.8	5.9	-12	-3	-2	-6	-1.2	0.8
CCOC(=O)c1c(C)[nH]c(C(C)=NNC(=O)c2cccs2)c1C	4.0*	1.4	-0.9	0.9	12*	2	5	0	-5	1.9	-1.9
C[C@H]1CN=C(N(C)C)N1CCCC1CCCC1	0.1	-0.5	-0.9	-1.4	0.3	0	0	-1	3	-0.2	-1.7
CN(C(=O)CCNC(=O)Cn1ccc2ccccc2c1=O)c1ccc(Br)cc1	-0.2	-0.8	-1.2	-1.4	0.1	-11	5	-1	-1	0.4	2.1
CCOC(=O)N1CCC(NC(=O)c2cc(C(=O)Nc3cccc(OC)c3)ccc2CO)CC1	-0.7	1.5	-1.0	-1.7	-1.6	-3	1	-4	-3	-3.0	-2.0
CC1(C)Cc2c(cnn2-c2ccc(F)cc2)C(NC(=O)CCC(F)(F)F)C1 (stereo not given)	1.0	1.5	-1.1	1.5	1.1	-1	0	-1	-3	2.5	1.0

Assay outcomes from PubChem BioAssay.
